Bioassay records as filed in PubChem.
EP2 modulator: EP2 receptor (human) modulation; induction, % at 25 µM; EP2-expressing cells, cAMP HTRF FRET, PGE2 co-stimulation; AID 940; P43116; hit rate 0.83% among 260,000;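 active = compounds whose cAMP rise, as percent of the full-agonist control response, exceeds 60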;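 also: rat C6 glioma line stably carrying human EP2 under a CMV promoter; the protocol text gives 20 µM as final concentration; 100% = response of wells given 1 µM PGE2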
Calpain2 inh: calpain II (pig) inhibition | purified calpain II, fluorogenic peptide substrate, 30 min | inhibition, % at 16 µM | hit rate 0.37% among 220,000 | AID 1236;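 active = inhibition above about 50%, limit read from the data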
PERK inhibitor: inhibitors of human PERK kinase | AID 1416 | hit rate 0.17% among 220,000 | inhibition, % at 5.6 µM | CHO PERK-DD fusion, SEAP luminescence translation reporter;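 active = inhibition above the mean inhibition of all tested compounds plus 3 SD, set separately per screening campaign, cut at about 2.9% in these data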;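 also: PERK kinase domain activated by AP20187 dimerizer at 100 nM; 0% = DMSO with dimerizer and 100% = rapamycin at 8.4 µM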
S1P4 ag: agonists of human S1P4 receptor | AID 1509 | hit rate 0.35% among 220,000 | S1P4-expressing cell line, agonist reporter assay | activation, % at 4.98 µM; in the data active = activation above about 11%;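 also: 0% = DMSO vehicle and 100% = reference agonist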
Target sequence (O95977 whole entry, looked up): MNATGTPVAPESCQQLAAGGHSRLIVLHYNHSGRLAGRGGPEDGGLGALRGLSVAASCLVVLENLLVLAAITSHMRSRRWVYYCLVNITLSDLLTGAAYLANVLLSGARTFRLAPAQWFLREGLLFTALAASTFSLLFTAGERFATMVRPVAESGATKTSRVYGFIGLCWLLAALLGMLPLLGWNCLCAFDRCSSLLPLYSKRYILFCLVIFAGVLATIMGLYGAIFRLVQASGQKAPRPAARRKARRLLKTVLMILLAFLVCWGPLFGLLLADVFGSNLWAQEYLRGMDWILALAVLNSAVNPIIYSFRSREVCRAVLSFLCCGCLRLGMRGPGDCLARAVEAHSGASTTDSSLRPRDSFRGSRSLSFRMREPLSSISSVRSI
TRPML3 agonist: agonists of human TRPML3 channel; HEK293 TRPML3-YFP, Fluo-8 calcium fluorescence; 100% = the carbachol control signal; AID 1448; activation, % at 3 µM; hit rate 0.29% among 220,000;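 active = activation above its plate's cutoff, the mean activation of the plate's test wells plus 3 SD, cut at about 12% in these data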;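 also: 0% = DMSO only wells and 100% = carbachol wells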
Target sequence (Q8TDD5 whole entry, looked up): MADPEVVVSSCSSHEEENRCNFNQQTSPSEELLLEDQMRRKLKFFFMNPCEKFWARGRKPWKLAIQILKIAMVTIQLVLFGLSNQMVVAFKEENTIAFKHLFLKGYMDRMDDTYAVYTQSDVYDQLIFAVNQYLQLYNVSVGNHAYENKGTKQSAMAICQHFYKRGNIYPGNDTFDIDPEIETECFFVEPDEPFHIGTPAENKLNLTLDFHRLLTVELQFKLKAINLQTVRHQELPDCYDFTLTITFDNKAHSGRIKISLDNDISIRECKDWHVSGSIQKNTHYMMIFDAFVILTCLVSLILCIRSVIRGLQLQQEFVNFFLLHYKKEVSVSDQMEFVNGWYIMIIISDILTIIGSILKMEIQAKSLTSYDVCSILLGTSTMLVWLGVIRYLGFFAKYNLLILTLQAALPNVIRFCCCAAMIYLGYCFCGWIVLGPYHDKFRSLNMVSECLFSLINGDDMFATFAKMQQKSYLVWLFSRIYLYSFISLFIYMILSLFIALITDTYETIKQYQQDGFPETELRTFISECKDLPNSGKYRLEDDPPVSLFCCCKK
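Test system – HEK293 line with stable expression of human TRPML3-YFP channel · Control set – carbachol 87 µM final as high control (100%), DMSO as low control (0%) · Signal – Fluo-8 calcium dye fluorescence, ex 470-495, em 515-575 nm · Incubation – 1-h 37 °C dye load, 5-s basal, 120-s post-compound reads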
Ba/F3 V617F tox: loss of viability in JAK2V617F-driven Ba/F3 cells; Ba/F3 EpoR-JAK2V617F viability, ATP luminescence; inhibition, % at 5.6 µM; hit rate 1.1% among 220,000;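 active = inhibition above the campaign mean plus 3 SD over all tested compounds, cut at about 24% in these data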;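 also: cytokine-independent growth of Ba/F3 cells driven by EpoR plus mutant JAK2; 0% = DMSO-treated cells and 100% = JAK inhibitor I control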
zfTRPN1 agonist: zebrafish TRPN1 (NompC) channel agonism. HEK293 zebrafish TRPN1-YFP, Fluo-8 calcium fluorescence; 100% = response to 87 µM carbachol. activation, % at 3 µM. hit rate 0.18% among 220,000;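 active = activation above its plate's cutoff, the mean activation of test wells on that plate plus 3 SD, cut at about 19% in these data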;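 also: 0% = DMSO alone and 100% = 87 µM carbachol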
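Control set: carbachol 87 µM as high control, DMSO as low control; system: HEK293 stable line with zebrafish TRPN1-YFP; read-out: % activation versus carbachol response; detection: intracellular calcium fluorescence with Fluo-8; doses: single test compound dose, 3 µM nominal, 0.3% DMSO; schedule: dye 1 h 37 °C plus 30 min RT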
BaF3 tox: parental Ba/F3 viability inhibition as JAK2V617F counter-screen | AID 1486 | inhibition, % at 5.6 µM | CellTiter-Glo ATP luminescence | hit rate 1.1% among 220,000;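 active = inhibition above a per-campaign cutoff, the mean inhibition of all tested compounds plus 3 SD, cut at about 27% in these data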;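 also: 0% = DMSO wells and 100% = JAK Inhibitor I control wells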
S1P4 antag: blocks the human S1P4 receptor. O95977. S1P4-expressing cells, antagonist mode, reporter read-out. inhibition, % at 4.98 µM. hit rate 0.26% among 220,000. AID 1510; in the data active = inhibition above about 29%;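 also: 0% = wells stimulated with agonist and 100% = vehicle wells without agonist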
* hit, by the source's call; & = joins results of further samples.

SMILES | EP2 modulator | Calpain2 inh | PERK inhibitor | S1P4 ag | TRPML3 agonist | Ba/F3 V617F tox | zfTRPN1 agonist | BaF3 tox | S1P4 antag
O=C(N/N=C/c1ccccn1)c1cc(-c2ccncc2)nc2ccccc12 | 4 | -1 | -0.3 | 1.9 | 0.5 | -1 | 1.8 | 2 | -2
COc1ccc2c(c1)CCCC21NC(=O)N(CC(N)=O)C1=O (stereo not given) | 0 | 7 | -0.1 | -0.1 | 0.5 | -4 | -0.2 | 1 | -6
CCn1c(C)nc2cc(C(=O)N/N=C/c3ccc(OC)cc3)ccc21 | -28 | -19 | 0.7 | -0.3 | 0.7 | -2 | 1.4 | -3 | -19
CN(C)S(=O)(=O)c1cccc(NC(=O)c2ccncc2)c1 | -28 | 3 | 0.6 | 0.1 | 1.9 | 0 | 2.8 | 5 | -11
Cc1cc(NC(=O)c2ccc(Cn3nc(C)c(Br)c3C)o2)no1 | 9 | 4 | -0.2 | 1.9 | 0.3 | -4 | -1.3 | 1 | -16
Cc1cc(-c2nnc(CCC(=O)N(C)C(C)c3cccs3)o2)no1 (stereo not given) | -16 | 4 | -1.7 | -1.9 | 0.0 | 5 | -0.2 | 1 | 16
CC1(C)C(=O)Nc2ccccc2N1C(=O)CN1C(=O)C(=O)N(C2CCCC2)C1=O | -13 | 9 | 1.7 | 0.9 | 0.1 | -1 | -0.1 | 1 | -11
O=C(/C=C/c1cccs1)Nc1ccncc1 | -9 | -10 | 1.2 | 1.5 | 0.8 | 1 | 0.6 | 6 | -13
CC(=O)N1CCC(N(C(=O)Nc2ccc(F)cc2)C2CCCC2)CC1 | 18 | -21 | -0.8 | -0.5 | 0.7 | 2 | 2.2 | 8 | -27
CC1=CC(=O)C(C(C)C)=C/C1=N/OS(=O)(=O)c1ccccc1 | -20 | -13 | -2.3 | 0.5 | 19* | 99* | 16 | 104* | 38*
CCOc1ccc(N/C=C/C(=O)c2ccc(C)cc2)c([N+](=O)[O-])c1 | -2 | 16 | 0.2 | 1.1 | 1.5 | 2 | 2.3 | 3 | -15
COc1ccc(NC(=O)C2=CCN(S(=O)(=O)c3ccccc3)CC2)cc1OC | 0 | -1 | 0.4 | -0.9 | -0.3 | -4 | 1.7 | 0 | -5
CSc1nsc(SCC(=O)Nc2cccc(C(C)=O)c2)n1 | -30 | -12 | -0.9 | 1.4 | 0.9 | 3 | 2.0 | 8 | -16
NS(=O)(=O)c1ccc(CCNC(=O)CN2CCC(Cc3ccccc3)CC2)cc1 | -35 | -21 | -0.1 | 0.2 | 1.9 | -2 | 5.8 | 4 | -21
CCC(CC)c1nnc(NC(=O)c2cc([N+](=O)[O-])ccc2N2CCCCC2)s1 | 45 | 24 | 0.4 | -0.8 | 0.8 | -2 | 1.1 | 5 | -26
Cc1[nH]n(-c2ccc([N+](=O)[O-])cc2)c(=O)c1C=NCCN1CCN(C(=O)c2cccc(F)c2)CC1 | -30 | -22 | 0.0 | -2.5 | 0.1 | 6 | -0.6 | 10 | 8
O=C(Cc1cccc2ccccc12)NNC(=O)c1cccs1 | 10 | -38 | 1.4 | 0.2 | -0.7 | 1 | -1.6 | 8 | -12
C#CCOC(=O)c1ccccc1C(=O)n1nnc2ccccc21 | 20 | -6 | 0.0 | 1.9 | -0.6 | 2 | 2.5 | 2 | -10
Cc1[nH]n(-c2ccc(F)cc2)c(=O)c1C=Nc1ccc(S(=O)(=O)N(C)C)cc1 | 0 | -9 | 1.1 | -1.1 | 0.5 | -1 | 0.2 | 4 | 2
NNC(=O)C(Cc1ccccc1)NC(=O)OCc1ccccc1 (stereo not given) | -9 | 34 | -0.4 | -0.6 | -0.4 | 5 | -0.4 | 11 | -22
COc1ccc(NC(=O)N2CCN(S(C)(=O)=O)CC2)cc1 | 17 | 8 | 1.4 | -0.9 | 0.9 | 5 | 1.4 | 7 | -9
Cc1[nH]c(=O)c(C#N)c2c1CCCC2 | 16 | -25 | 0.0 | -0.2 | 1.0 | -2 | -1.0 | 1 | 0
CC1CCc2cc(F)cc3c(=O)c(C(=O)O)cn1c23 (stereo not given) | 12&23 | 21 | -0.1 | -0.2 | 0.5 | -1 | 0.3 | 6 | -7
COc1ccc(Cc2nnc(SCC(=O)N3CCc4ccccc4C3)o2)cc1 | -10 | -5 | -0.2 | 0.9 | -1.3 | 4 | 0.4 | 8 | -23
COc1ccc2c(C)cc(N3CCOCC3)nc2c1 | 18 | -145 | 0.4 | -1.1 | -0.6 | -1 | 0.8 | 5 | -9

As a working copy, some entries already given:
SMILES | EP2 modulator | Calpain2 inh | PERK inhibitor | S1P4 ag | TRPML3 agonist | Ba/F3 V617F tox | zfTRPN1 agonist | BaF3 tox | S1P4 antag
COc1ccc(Cc2nnc(SCC(=O)N3CCc4ccccc4C3)o2)cc1 | -10 | -5 | -0.2 | 0.9 | -1.3 | 4 | 0.4 | 8 | -23
COc1ccc2c(C)cc(N3CCOCC3)nc2c1 | 18 | -145 | 0.4 | -1.1 | -0.6 | -1 | 0.8 | 5 | -9

Further structures follow:
SMILES | EP2 modulator | Calpain2 inh | PERK inhibitor | S1P4 ag | TRPML3 agonist | Ba/F3 V617F tox | zfTRPN1 agonist | BaF3 tox | S1P4 antag
CC(C)CNC(=O)NC(=O)COC(=O)c1ccccc1Sc1ccc(C(F)(F)F)cc1[N+](=O)[O-] | -1 | 17 | 1.6 | 1.0 | 0.5 | -2 | -0.1 | 5 | -11
CN(C)C(CNC(=O)c1cccnc1Sc1ccccc1)c1ccco1 (stereo not given) | 8 | 15 | 1.0 | 1.1 | 1.4 | 0 | 0.5 | 2 | -1
CCOc1ccc(-c2nnn(CC(=O)NCc3ccco3)n2)cc1OCC | 23 | -16 | 0.4 | 0.9 | -0.3 | -1 | -0.1 | 6 | -2
COc1cc(OC)c(NS(=O)(=O)c2cc(C(=O)OCC(=O)NCC3CCCO3)ccc2OC)cc1Cl (stereo not given) | -4 | 16 | 0.4 | -0.5 | 0.8 | -3 | 2.5 | -1 | -8
Cc1cc(C)c2cc(CN(CC3CCCO3)S(=O)(=O)c3ccc4c(c3)OCCO4)c(=O)[nH]c2c1 (stereo not given) | -39 | -13 | -0.7 | -0.3 | 0.2 | -3 | 0.3 | 4 | 3
O=C1N=C(N2CCCCC2)SC1=C1CCCCC1 | -8 | 0 | 0.0 | -0.9 | 0.5 | -1 | 0.5 | 1 | -15
Cc1ccc(/C=N/N2CCN(Cc3cccc4ccccc34)CC2)o1 | -13 | -10 | 0.1 | -2.0 | 0.9 | 0 | -0.8 | 4 | -8
CCOC(=O)N1CCN(C(=O)CN(C)S(=O)(=O)c2ccc3c(c2)c(=O)n(C)c(=O)n3C)CC1 | 26 | -20 | 0.7 | 1.5 | 1.6 | 2 | -1.0 | 9 | -8
Cc1nc2cc(NC(=O)N3c4ccccc4CC3C)ccc2o1 (stereo not given) | -8 | -30 | 0.5 | 2.0 | -0.5 | -5 | -0.7 | -3 | -25
CCCCCOC(=O)NC1CCS(=O)(=O)C1 (stereo not given) | 10 | -28 | 1.0 | 0.9 | 1.0 | 1 | -0.5 | 8 | -16
COc1ccc(OCc2nnc(SCC(=O)N3CCCc4ccccc43)n2-c2ccc(C)cc2)cc1 | 27 | 2 | -0.5 | 1.5 | -0.1 | 0 | -0.8 | 4 | 7
CCOc1ccc(CN(C)CC(=O)Nc2ccc(N3CCOCC3)cc2)cc1OC | 14 | -8 | -0.4 | 1.8 | 1.2 | 0 | -0.1 | 9 | -16
O=C(Nc1cc(C(F)(F)F)cc(C(F)(F)F)c1)c1ccc(Cn2cc(C(F)(F)F)ccc2=O)cc1 | -22 | 25 | 0.9 | -4.7 | -0.1 | 0 | -0.6 | -2 | -22
CC(C)(C)C1CCC(OC(=O)CN2CCOCC2)CC1 (stereo not given) | 4 | 4 | -0.7 | 0.8 | 0.7 | 0 | 1.5 | 4 | -2
C/C(CCCO)=N/Nc1ccc([N+](=O)[O-])cc1[N+](=O)[O-] | -19 | 13 | 0.6 | 2.5 | 0.9 | 4 | 1.5 | 3 | 9
Cc1ccc(OCCSc2nnc(-c3cccs3)n2C)cc1 | -52 | -5 | 0.0 | -0.7 | 0.1 | -3 | 0.3 | 1 | 8
O=C(Nc1ccccn1)c1ccco1 | -4 | 10 | 0.3 | 1.5 | 1.2 | 2 | -0.2 | 4 | -20
CCOC(=O)N1CCN(C(=O)CSc2nnc(-c3ccc(C(C)(C)C)cc3)o2)CC1 | 6 | -9 | 0.1 | 0.1 | -0.5 | 5 | 1.1 | 12 | -9
CC(=O)c1cc(-c2ccccc2)n(CC(=O)NC2CCCCC2)c1C | 10 | 22 | 0.4 | -1.4 | 0.3 | 0 | -0.4 | 3 | -15
Brc1c(C[n+]2ccccc2)nc2ccccn12 | 5 | 18 | 0.3 | -1.3 | -0.1 | 7 | -0.5 | -1 | -2
CCCn1c2c(c(O)c(C(=O)Nc3nccs3)c1=O)CCCC2 | 34 | -46 | 0.4 | -1.8 | 0.5 | 2 | 1.7 | 2 | 0
c1ccc2ncc(-n3cnnn3)cc2c1 | 22 | -9 | 1.6 | 0.0 | 0.8 | -2 | 2.0 | 3 | -12
C=CCn1c(SCC(=O)NCCOC)nc2scc(-c3ccco3)c2c1=O | -27 | -69 | 0.5 | 0.6 | -0.5 | 1 | 1.3 | 5 | -2
CCOC(=O)c1cc(-c2ccc(OC)cc2)nc2c1c(C)nn2CCC#N | 22 | -202 | -0.6 | -0.7 | -1.0 | -1 | -1.9 | 7 | 13
CCCc1cc(-c2nc(N)ncc2-c2ccc3c(c2)OCCCO3)c(O)cc1OC | 88* | 11 | -1.2 | -1.6 | -0.9 | -2 | -1.0 | 1 | -2
Next results follow:
SMILES | EP2 modulator | Calpain2 inh | PERK inhibitor | S1P4 ag | TRPML3 agonist | Ba/F3 V617F tox | zfTRPN1 agonist | BaF3 tox | S1P4 antag
Cc1cc(C)n2nc(C(=O)Nc3cccnc3)nc2n1 | 8 | 10 | 0.1 | 0.9 | 0.9 | 1 | -0.8 | 5 | -16
COc1ccc(-c2nnc(OCc3nc4ccccc4n3C)c3ccccc23)cc1 | 7 | -33 | -0.9 | 1.3 | -1.1 | -5 | -2.8 | -1 | -18
Cc1cc(Nc2ccc(F)c(Cl)c2)n2nc(C)nc2n1 | 21 | 9 | 0.3 | 1.1 | 1.2 | 4 | -1.3 | 3 | 6
Cc1ccc(-c2onc3ccc(C=O)cc23)cc1 | 29 | -484 | -0.2 | 1.3 | 0.6 | 0 | -0.5 | 3 | 1
CS(=O)(=O)N1N=C(c2cccs2)CC1c1ccc(F)cc1 (stereo not given) | -23 | -7 | -0.4 | 0.1 | -0.5 | -4 | -1.1 | -1 | -19
O=C(NCc1ccc2c(c1)OCO2)c1ccc2c(c1)C(=O)N(Cc1cccnc1)C2=O | 30 | 16 | 0.8 | -0.2 | -0.4 | -1 | 1.6 | 1 | -2
O=C(Cc1ccccc1)Nc1ccc(NC(=O)c2ccco2)nc1 | -17 | 8 | 0.9 | 0.7 | 0.5 | 5 | -0.3 | 5 | 1
O=C(CCC(=O)NCCO)NCCO | 7 | -12 | 1.1 | 2.0 | 0.9 | 1 | 1.0 | 6 | -15
CC(=C/c1ccccc1)/C=C1/SC(N2CCOCC2)=NC1=O | -30 | 13 | 0.1 | -4.3 | 0.6 | 6 | 2.5 | 9 | -14
Cc1ccc(NC2=Nc3ccccc3CC2)cc1 | -13 | -9 | -0.7 | 0.1 | 0.5 | -1 | -0.9 | 2 | -1

Rows are unselected, and some 3.6% of all compounds hit somewhere here.
